# From PubChem
# Apoferritin bind – qHTS Assay for Identification of Novel General Anesthetics; apoferritin/1-aminoanthracene competitive binding, fluorescence; actives 0.074% (n = 350,000); Ferritin light chain (Equus caballus), P02791; Potency, µM (titrated, usually from 77.5 µM), for inactives: top-dose activity change, negative = displacement, most hits filed as inhibitors; also: potency is read from the fitted curve at half-maximal effect; % is scaled to controls: 0 for no effect and ±100 for the full control effect; nearly all actives have a fitted effect of over 20% in size
# Target sequence (P02791 2-175 limits assumed): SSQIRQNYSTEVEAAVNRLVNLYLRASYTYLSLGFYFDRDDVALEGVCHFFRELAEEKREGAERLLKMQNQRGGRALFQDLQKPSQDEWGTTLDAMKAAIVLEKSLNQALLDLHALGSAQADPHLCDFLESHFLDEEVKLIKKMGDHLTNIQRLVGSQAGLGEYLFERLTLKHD
#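 10 uM apoferritin + 50% sat. 1-AMA, PBS; cpd 10 min RT; Ex380/Em535 endpoint; normalized to free probe vs complex; 4-param Hill fit; propofol titration as pos. ctrl.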
# 12-LOX inh – Primary qHTS assay for inhibitors of human arachidonate 12S-lipoxygenase (ALOX12): Round 2; Polyunsaturated fatty acid lipoxygenase ALOX12 (Homo sapiens), P18054; purified 12hLO, xylenol orange hydroperoxide absorbance; Potency, µM (titrated, usually from 108 µM), without a hit: top-dose activity change, negative = inhibition, hits mostly inhibitors; actives 1.1% (n = 580,000); AID 1671190, 2021; also: potency is read from the fitted curve at half-maximal effect; % is scaled to controls: 0 for no effect and ±100 for the full control effect
#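 Purified human 12hLO at 150 nM in 25 mM Hepes, 0.01% Triton X-100, pH 7.0, preincubated 15 min at room temperature with compound. Reaction started with 40 uM arachidonic acid, 30 min at room temperature. Hydroperoxide measured by Fe-xylenol orange, 573/405 nm absorbance ratio.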
# POLH inh – qHTS for Inhibitors of Polymerase Eta. DNA polymerase eta (Homo sapiens), Q9Y253. recombinant Pol eta, fluorescent DNA replication assay. Potency, µM (doses to about 114 µM), without a hit: at the highest dose activity change, negative = inhibition, hits mostly inhibitors. actives 1.2% (n = 390,000). AID 588591, 2011; also: potency is read from the fitted curve at half-maximal effect; % is scaled to controls: 0 for no effect and ±100 for the full control effect
#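 Pol eta at 10 nM preincubated with compounds 15 min at room temperature; reaction started with fluorescent substrate (50 nM final) and read kinetically at 0 and 10 min.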
# LDHA block – qHTS assay for inhibitors of human lactate dehydrogenase; L-lactate dehydrogenase A chain (Homo sapiens), P00338; purified LDHA, NADH/diaphorase-resazurin fluorescence; stronger effect = lower value; activity change, % (values are at about 110 or 230 µM); actives 0.15% (n = 480,000); in the data active = activity change below about -30%; inconclusive = mostly about -25% to -30%;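 also: plate controls were DMSO wells for no effect and wells without enzyme for full effect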
#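 LDH5 2 nM; NADH 0.06 mM, pyruvate 0.2 mM; 200 mM Tris pH 7.4, EDTA, Tween-20; 5 min RT. Detection: diaphorase 0.133 mg/mL + resazurin 37 µM, fluorescence ex540/em590 at 0 and 20 min; normalized to enzyme-free and DMSO wells.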
# APEX1 inh – qHTS Assay for Inhibitors of the Human Apurinic/apyrimidinic Endonuclease 1 (APE1) | DNA repair nuclease/redox regulator APEX1 (Homo sapiens), P27695 | recombinant APE1, TAMRA/BHQ-2 abasic DNA cleavage fluorescence | Potency, µM (top dose mostly 65.8 µM), without a hit: top-dose activity change, negative = inhibition, usual class: inhibitors | actives 0.35% (n = 350,000) | AID 2517, 2012;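 also: potency is read from the fitted curve at half-maximal effect; plate controls were vehicle for no effect and reference inhibitor for full effect; nearly all actives have a fitted effect of over 55% in size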
#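 Endonuclease cleavage of a quenched abasic-site DNA duplex (50 nM) by APE1 (0.75 nM) was tracked by TAMRA dequenching. Compounds were preincubated with enzyme 15 min at room temperature; data normalized to buffer-only and DMSO wells plus NSC13755 control.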
# Pol beta inh – qHTS Assay for Inhibitors of DNA Polymerase Beta | Potency, µM (highest dose often 114 µM), without a hit: top-dose activity change, negative = inhibition, usual class: inhibitors | actives 1.3% (n = 340,000) | P06746 | AID 485314, 2010 | Pol beta primer extension/strand displacement, fluorescence kinetic; also: potency is read from the fitted curve at half-maximal effect; % is scaled to controls: 0 for no effect and ±100 for the full control effect
#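 Pol beta (10 nM) was preincubated with compound for 15 min at room temperature. The reaction was then started with 50 nM substrate and read immediately and after a further 10 min at room temperature.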
# Pol kappa inh – qHTS for Inhibitors of Polymerase Kappa. DNA polymerase kappa (Homo sapiens), Q9UBT6. purified Pol kappa, fluorescent DNA synthesis assay, 10 min. Potency, µM (doses to about 107 µM), for inactives: top-dose activity, negative = inhibition, hits mostly inhibitors. actives 0.53% (n = 400,000); also: potency is read from the fitted curve at half-maximal effect; % is scaled to controls: 0 for no effect and ±100 for the full control effect
# Target sequence (Q9UBT6 whole entry, looked up): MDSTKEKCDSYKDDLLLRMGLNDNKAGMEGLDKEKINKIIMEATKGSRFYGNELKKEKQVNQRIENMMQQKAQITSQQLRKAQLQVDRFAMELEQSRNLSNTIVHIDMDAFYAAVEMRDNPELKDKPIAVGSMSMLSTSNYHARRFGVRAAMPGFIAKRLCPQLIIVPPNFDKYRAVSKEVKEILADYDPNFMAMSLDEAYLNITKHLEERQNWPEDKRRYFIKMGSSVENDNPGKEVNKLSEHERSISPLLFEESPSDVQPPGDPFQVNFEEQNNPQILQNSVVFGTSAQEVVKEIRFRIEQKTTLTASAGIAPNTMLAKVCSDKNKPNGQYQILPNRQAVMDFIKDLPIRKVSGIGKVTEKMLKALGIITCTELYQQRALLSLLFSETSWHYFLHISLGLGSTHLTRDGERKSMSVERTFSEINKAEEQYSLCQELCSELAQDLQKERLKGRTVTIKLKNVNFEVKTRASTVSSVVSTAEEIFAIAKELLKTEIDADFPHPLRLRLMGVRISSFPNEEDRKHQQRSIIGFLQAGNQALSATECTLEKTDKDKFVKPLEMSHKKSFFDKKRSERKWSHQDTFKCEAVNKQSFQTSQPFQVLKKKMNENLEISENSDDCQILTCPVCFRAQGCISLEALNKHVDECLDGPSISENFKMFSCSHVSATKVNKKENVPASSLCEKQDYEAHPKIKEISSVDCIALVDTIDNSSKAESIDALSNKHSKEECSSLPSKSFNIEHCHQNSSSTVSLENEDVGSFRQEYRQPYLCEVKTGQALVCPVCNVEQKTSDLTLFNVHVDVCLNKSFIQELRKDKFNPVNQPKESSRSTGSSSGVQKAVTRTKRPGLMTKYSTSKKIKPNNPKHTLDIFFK
#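 Readout: fluorescence, taken kinetically at 0 and 10 min. Conditions: 10 nM Pol kappa, 15 min RT compound preincubation, 50 nM substrate final. Controls: enzyme-free buffer wells.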
# ERG Ets-DNA blk – qHTS for Small Molecule Inhibitors of the ERG Ets/DNA interaction | Transcriptional regulator ERG (Homo sapiens), P11308 | fluorescence polarization, His-ERG Ets domain / labelled DNA | Potency, µM (series often up to 76.9 µM), for inactives: top-dose FP activity, negative = inhibition, most hits filed as inhibitors | actives 0.028% (n = 370,000); active = well fitted inhibition curve with a large enough effect in the polarisation, with a control signal flat; inconclusive = small, poorly fitted or top-dose-only effect, or effect the other way, or a change in a side signal; inactive = no such curve, though single readings can be large or run the other way; the % refers to the polarisation;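 also: polarization taken with two DNA probes labelled with fluorescein and Texas red; potency is read from the fitted curve at half-maximal effect; % of control where 0% means no effect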
#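 His-tagged ERG Ets domain (1 uM in the protein solution; 300mM KCl, 50mM Tris-HCl, 1mM EDTA, 1mM DTT, pH 7.5) received compound, then a probe mix of 5 nM fluorescein-DNA and 100nM Texas-615-DNA. Fluorescence polarization was read for both dyes.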
# RGS4 inhibitor – Inhibitors of Regulator of G Protein Signaling (RGS) 4: qHTS; Regulator of G-protein signaling 4 (Homo sapiens), P49798; Transcreener GDP fluorescence polarization, RGS4-accelerated GTP hydrolysis; Potency, µM (top dose mostly 114 µM), for inactives: at the highest dose activity change, negative = inhibition, most hits filed as inhibitors; actives 0.039% (n = 390,000); AID 504845, 2011; also: potency is read from the fitted curve at half-maximal effect; % is scaled to controls: 0 for no effect and ±100 for the full control effect; nearly all actives have a fitted effect of over 75% in size; some results filed as inactive show a strong effect at the top dose
#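 MLSMR compounds (23 nl, pin-transferred) preincubated 10 min at room temperature with a 500nM (2x) first reagent, then RGS4 at 900nM (2x) plus Transcreener GDP mix added; fluorescence polarization (620/688 nm) read before and after 90 min at 30 °C.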
# An asterisk follows results filed as active; ? = inconclusive; nt = no result given; & = joins results of further samples; [ ] = dose if it differs, or a comment. Unless noted, calls follow the shape of the dose curve; as a rule, active = well fitted curve in the direction sought with a large enough effect; inconclusive = small, poorly fitted or top-dose-only effect, or another doubt; inactive = no such curve, though single readings can be large; an effect the other way counts as inactive or inconclusive. Not all compounds are listed; rates above refer to the full screens.
no.	Compound	Apoferritin bind	12-LOX inh	POLH inh	LDHA block	APEX1 inh	Pol beta inh	Pol kappa inh	ERG Ets-DNA blk	RGS4 inhibitor
1	COc1ccccc1CNC(=O)CCCNS(=O)(=O)c1cccc2nsnc12	-21%	?	11%	-4	-1%	11%	-1%	0%	25%
2	Cc1ccc(S(=O)(=O)CCC(=O)Nc2sccc2C(N)=O)cc1	nt	-2%	28µM*	2	6%	nt	?	0%	-28%
3	O=C(CSc1ccc(Cl)cc1)Nc1nnc(-c2ccco2)o1	nt	-30%	-17%	-5	33%	nt	-2%	-4%	5%
4	CCOC(=O)N1CCN(C(=O)c2ccc(N3CC4CC(C3)c3cccc(=O)n3C4)c(NC(=O)c3ccc(F)cc3)c2)CC1 (stereo not given)	-4%	8%	-10%	-1	17%	-3%	-1%	-9%	19%
5	CCN(CC)C(=O)CN1CCC(c2nc3cc(C)c(C)cc3[nH]2)CC1	-4%	58%[activator]	2%	-2	58%[activator]	11%	-3%	11%	9%
6	Cc1ccccc1-n1nc(-c2ccc(N)cc2)cc1N	-5%	?	-7%	0	0%	-8%	3%	-7%	?
7	CC(C)N(Cc1ccccc1)C(=O)COC(=O)c1cnc(Cl)c(Cl)c1	nt	-4%	-21%	-6	9%	nt	-4%	-1%	-7%
8	COC(=O)[C@@]1(Cc2ccc(F)cc2)[C@H]2c3cc(C(=O)N4CCCC4)n(Cc4ccc(Cl)c(C(F)(F)F)c4)c3C[C@H]2CN1C(=O)c1ccccc1	-17%	-10%	nt	-4	-7%	nt	nt	nt	nt
9	COc1ccc(CCNC(=O)c2oc3ccc(S(=O)(=O)N4CCOCC4)cc3c2C)cc1OC	-22%	-6%	-8%	-4	?	21%	-10%	-1%	-43%
10	CCN1C(=O)c2ccccc2S(=O)(=O)c2ccc(C(=O)NCc3ccc(F)cc3)cc21	-14%	-29%	-17%	1	nt	-1%	-7%	-7%	0%
11	O=C(CSC1=NCCS1)N1CCCC1	-11%	2%	-14%	-4	0%	0%	0%	-1%	-2%
12	Cc1c(C)n(Cc2ccccc2)c2ccc(C(=O)NC(C)c3ccccc3)cc12 (stereo not given)	2%	0%	-22%	-1	nt	-24%	-9%	-7%	-8%
13	Cc1ccc(-c2ccc(=O)n(CC(=O)NCCN3C(C)CCCC3C)n2)cc1 (stereo not given)	-20%	6%	-11%	0	12%	34%	-2%	nt	-7%
14	CC(NS(=O)(=O)c1ccc(Br)cc1)C(=O)NCCc1ccccc1 (stereo not given)	7%	6%	-4%	-5	0%	6%[57.1 µM]	1%	6%	-6%
15	COc1ccc(N2C(=O)/C(=C3/C=CC=CN3C)SC2=S)cc1	-5%	-17%	-9%	0	-9%	69%	-9%	3%	-17%
16	COc1ccccc1/C=C/C(=O)OCC(=O)Nc1c(C)nn(-c2ccccc2)c1C	nt	17%	-12%	-9	-19%	nt	-11%	-7%	-12%
17	O=C1NC(=O)C(c2ccccc2)N1 (stereo not given)	nt	2%	-10%	-2	nt	nt	-3%	-1%	-12%
18	CC1CCCC(C)N1C(=O)COC(=O)C1CCN(S(=O)(=O)c2c(Cl)cccc2Cl)CC1 (stereo not given)	nt	-16%	-20%	-2	13%	nt	-3%	-14%	-2%
19	CCCc1nc2ccc(N)cc2c(=O)n1Cc1ccccc1Cl	-8%	-2%	-6%	-1	6%	-1%	-3%	-3%	-15%
20	c1ccc(CCNc2ncnc3c2nnn3Cc2ccccc2)cc1	-12%	9%	9%	-7	-2%	2%	11%	0%	-22%
21	Cc1cccc(C(=O)N2CC(=O)Nc3ccc(F)cc3C2c2ccc(F)cc2)c1 (stereo not given)	-12%	-11%	-22%	-4	30%	12%	1%	9%	-6%[56.9 µM]
22	CN(CCCC(=O)Nc1ccccc1)S(=O)(=O)c1ccc(Cl)cc1	?	-4%	-23%	0	-2%	31%	-4%	7%	15%
23	O=C(Nc1ccc2c(c1)OCO2)Nc1ccc(F)cc1F	0%	-2%	-3%	0	-1%	-2%	3%	16%	30%
24	COc1ccc(-c2nnc(SCC(=O)N(C)C3CCCCC3)o2)cc1OC	?	0%	-2%	1	nt	?	-9%	-1%	5%
25	c1ccc2c(NC3C4CC5CC(C4)CC3C5)nc(N3CCOCC3)nc2c1 (stereo not given)	90%[activator]	1%	-18%	0	?	35%	2%	5%	30%
26	CC(=O)c1ccc(NC(=O)CSc2nccn2CCc2ccccc2)cc1	?	0%	-20%	-1	1%	0%	-5%	7%	-7%[11.4 µM]
27	Cc1cccc(-n2cnc(C(=O)N3CCN(C)CC3)c2)n1	-1%	3%	-16%	-4	0%	13%	-8%	2%	-8%
28	OCCCNc1nc(-c2ccc(Cl)cc2)nnc1-c1ccccc1	-12%	?	-13%	-4	0%	0%	0%	-2%	1%
29	O=C1c2ccc(Oc3ccc([N+](=O)[O-])cc3)cc2C(=O)N1CCCO	-10%	0%	-5%	-8	5%	?	-4%	-7%	6%
30	C=CCn1c(-c2c[nH]c3ccccc23)n[nH]c1=S	-10%	?	-8%	-14	1%	1%	-1%	11%	-23%
31	CCc1ccccc1OCCCCN1CCCC1	-11%	-26%	1%	-22	2%	-8%	-9%	2%	-16%
32	CCOc1ccc2[nH]c(=O)c(CN(CCc3ccccc3)C(=O)N3CCCC3)cc2c1	-8%	-16%	-8%	9	3%	0%	-11%	-3%	14%
33	C=CCn1c(SCC(=O)Nc2ccc(S(N)(=O)=O)cc2)nnc1-c1cnccn1	-13%	-1%	-11%	1	8%	31%	12%	2%	-3%
34	Cc1ccn2cc(-c3cccc(NC(=O)c4cccs4)c3)nc2c1	-5%	14%	-5%	-7	-3%	-8%	-15%	6%	2%
35	COc1ccccc1N1CCN(C(=O)CSc2n[nH]c(-c3ccccc3)n2)CC1	0%	-19%	-20%	0	nt	-2%	-4%[60.1 µM]	2%	-18%
36	COc1ccc([C@@H]2CC=C(C(=O)O)[C@H](c3ccccc3F)N2S(=O)(=O)c2ccccc2C)cc1	nt	-24%	-19%	-3	23%	nt	-12%	3%	1%
37	Cc1ccc(N2CCN(C(=O)c3c(C)oc4ncnc(N5CCCCC5)c34)CC2)c(C)c1	20%	-19%	-13%	-7	nt	-1%	0%	2%	-7%
38	Cc1ccn2c(=O)c(C(=O)NCc3ccccc3Cl)c(O)nc2c1	4%	-25%	-14%	1	nt	14%	2%	3%	0%
39	CN(CC(=O)O)S(=O)(=O)c1cccs1	-4%	0%	3%	-7	-5%	17%	3%	-2%	-4%
40	O=C(CSc1ncnc2c1cnn2-c1ccccc1)NC1CCCC1	nt	22%&36%	-5%	-3&-3	2%	nt	2%	2%	-12%
41	CN(C)CCCCNCCCNC(=O)/C=N\O	-8%	19%	-2%	-4	1%	3%	-7%	nt	-2%
42	CCCC12CN3CCN(CC(C3)/C1=N\NC(=O)c1ccc(C(C)(C)C)cc1)C2	0%	44%[activator]	-16%	-2	-3%	2%	-2%	nt	-43%
43	CCN1C(=NCc2ccco2)N[C@@H](c2cccc(F)c2)C(C(=O)OC)=C1C	?	?	-2%	0	43%&-7%	21%&30%	8%	4%	-14%
44	COC(=O)c1cncn1Cc1ccccc1	nt	9%	-17%	-11	nt	nt	3%	0%	-9%
45	CCOC(=O)N1CCN(C(=O)c2ccc(N3CCCC3=O)cc2)CC1	-7%	33%[activator]	-14%	-2	-1%	3%	1%	8%	6%
46	Cc1[nH]ncc1-c1ccccc1Cl	-3%	0%	-8%	-4	?	?	-10%	7%	-23%
47	COC(=O)C1=C(C)NC(c2c(O)ccc3ccccc23)C(C(=O)OC)=C1C (stereo not given)	-11%	0%	-4%	-6	5%	58%	-23%	-11%	26%
48	c1ccc(C[C@H]2CNCCN2CCC23CC4CC(CC(C4)C2)C3)cc1	nt	nt	-15%	-2	11%	nt	-16%	-2%	1%
49	OC1(c2cccc(C(F)(F)F)c2)CCN(c2ncnc3c2[nH]c2ccccc23)CC1	-13%	-20%	-23%	4	-4%	0%	-4%	-2%	-22%
50	CCOC(=O)C[C@H]1c2cc(F)ccc2S(=O)(=O)N1Cc1ccc(OC)cc1	nt	-6%	-1%	-3	nt	nt	-3%&-1%	4%	3%
51	COc1cc(C2NC(=O)C(C#N)=C(S)N2c2ccccc2)ccc1OC(C)C (stereo not given)	-8%	14µM*	2%	-5	0%	-1%	-12%	-3%	-54%
52	CCN(CC(=O)Nc1c(F)cccc1F)C(=O)c1ccc2ccccc2n1	nt	-1%	2%	-7	30%	nt	2%	-8%	-4%
53	CCOc1ccccc1OCCC(=O)NNC(=O)Cn1nc(C)cc1C	nt	0%	-18%	0	21%	nt	8%	6%	4%
